# Bcl-xL primary = inhibitors of human Bcl-xL, primary screen, biochemical, fluorescence polarization, HTS | Bcl-2-like protein 1 (Homo sapiens), Q07817 | GST-Bcl-xL / FITC-Bim BH3 peptide fluorescence polarization | inhibition, % at 10.9 µM | actives 0.7% (n = 320,000) | AID 2129, 2009;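 active = inhibition above the mean of all tested compounds plus 3 SD, cutoff set per campaign, cut at about 30% in these data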;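 also: 0% = DMSO wells and 100% = unlabeled Bim-BH3 peptide competitor; inhibitors lower millipolarization by displacing the labeled peptide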
# Target sequence (Q07817 whole entry, looked up): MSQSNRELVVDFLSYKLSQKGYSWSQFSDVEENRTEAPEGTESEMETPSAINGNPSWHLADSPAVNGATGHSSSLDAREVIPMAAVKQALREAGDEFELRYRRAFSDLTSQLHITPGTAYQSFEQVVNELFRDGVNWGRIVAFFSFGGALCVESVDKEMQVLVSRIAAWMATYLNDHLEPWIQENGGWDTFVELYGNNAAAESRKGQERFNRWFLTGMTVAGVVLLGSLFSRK
# MEX-5 binding = MEX-5 zinc finger RNA-binding disruptors – biochemical, C. elegans, fluorescence polarization, MLPCN library, primary screen | actives 0.38% (n = 300,000) | AID 1832, 2009 | MEX-5/FITC-TCR2 RNA binding; active compounds read low | activity score (negative = inhibition of binding), % at 10 µM;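 active = inhibition past about -25% in most replicates, and total fluorescence under double the plate's negative control median, limit read from the data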;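 also: 0% = DMSO and -100% = 5 µM competing unlabeled TCR2 RNA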
# MCL1-BIM inh = inhibitors of MCL1 binding to BIM-BH3, primary screen, biochemical, fluorescence polarization. actives 0.68% (n = 320,000). GST-MCL1 / FITC-Bim-BH3 fluorescence polarization. AID 2057, 2009. inhibition, % at 10.9 µM. Induced myeloid leukemia cell differentiation protein Mcl-1 (Homo sapiens), Q07820;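 active = inhibition above the mean inhibition of all tested compounds plus 3 SD, set per campaign, cut at about 40% in these data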;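 also: 0% = DMSO wells and 100% = unlabeled Bim-BH3 peptide control; higher means more loss of mP so more displacement of Bim peptide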
# VLA-4 inh = inhibition in human VLA-4 binding assay, primary screen, VLA-4 allosteric modulator project, MLPCN library, flow cytometry, VLA-4 expressing cells | ligand binding flow cytometry | actives 0.2% (n = 330,000) | inhibition, % (about 7 µM as worked out from the volumes in the protocol) | Integrin alpha-4 (Homo sapiens), P13612; in the data active = inhibition above about 50%
# Fam108B counter = mouse Fam108B serine hydrolase inhibitors, primary screen, counter-screen for RBBP9 inhibitor project, biochemical, fluorescence polarization; recombinant Fam108B, FP-Rh probe fluorescence polarization; inhibition, % at 9.51 µM; actives 0.33% (n = 300,000);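 active = inhibition above the screen mean inhibition plus 3 SD, computed separately per campaign, cut at about 18% in these data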;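 also: inhibitors lower polarization as less probe binds the enzyme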
# Efflux pump mplx = inhibitors of Candida efflux pumps in yeast, primary screen, S. cerevisiae, Nile Red, multiplex; S. cerevisiae Candida pump triplex; inhibition, % at 10 µM; actives 0.44% (n = 330,000); AID 485275, 2010;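 active = plate passing quality check with inhibition over a set limit, or well fluorescence over plate mean plus 4 SD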;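 also: Nile Red retained in pooled yeast measured as flow cytometry median fluorescence; 0% = buffer negative control and 100% = Enniatin B positive control; higher means more Nile Red kept so more efflux inhibition; some compounds called inactive have numbers as strong as hits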
# PME-1 inh = PME-1 inhibitors via competitive probe labeling, primary screen, biochemical, fluorescence polarization, FP-Rh probe, HTS | Protein phosphatase methylesterase 1 (Homo sapiens), Q9Y570 | recombinant PME-1 | inhibition, % at 5.9 µM | actives 0.53% (n = 320,000);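 active = inhibition above the campaign mean of all compounds plus 3 SD, cut at about 26% in these data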;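 also: competitive labeling of PME-1 active site by serine hydrolase directed probe; 0% = PME-1 with DMSO and 100% = wells lacking PME-1 enzyme; inhibitors block probe labeling so polarization falls and inhibition rises; many of its hits are not listed in these tables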
# Target sequence (Q9Y570 whole entry, looked up): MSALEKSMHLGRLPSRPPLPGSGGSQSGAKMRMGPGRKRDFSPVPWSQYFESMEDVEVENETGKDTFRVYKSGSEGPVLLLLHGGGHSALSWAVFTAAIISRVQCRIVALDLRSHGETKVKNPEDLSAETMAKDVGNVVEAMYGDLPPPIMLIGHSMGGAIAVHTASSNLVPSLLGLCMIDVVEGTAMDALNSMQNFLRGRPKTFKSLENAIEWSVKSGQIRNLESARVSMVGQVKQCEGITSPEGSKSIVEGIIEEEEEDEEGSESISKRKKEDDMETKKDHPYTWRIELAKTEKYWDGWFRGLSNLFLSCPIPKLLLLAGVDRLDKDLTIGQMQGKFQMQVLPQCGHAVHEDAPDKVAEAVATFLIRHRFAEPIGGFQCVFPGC
# GRK2 aptamer HTS = compounds blocking aptamer binding on GRK2 – biochemical, human GRK2, bead flow cytometry, HTS, primary screen; FAM-aptamer displacement from GRK2; inhibition of aptamer binding, % at 10 µM; actives 0.59% (n = 330,000); Beta-adrenergic receptor kinase 1 (Homo sapiens), P25098; AID 488847, 2010;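 active = inhibition of aptamer binding above 40%, roughly 3 SD of noise, on plates passing a quality check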;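 also: median bead fluorescence of bound FAM aptamer so fluorescent compounds give negative values; no value below 0 was filed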
# GLD-1 RNA inh = GLD-1/TGE RNA complex disruptors, primary screen, biochemical, fluorescence polarization | inhibition, % at 5.96 µM | purified GLD-1 + fluorescein TGE RNA | AID 2280, 2010 | actives 0.44% (n = 320,000);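 active = percent inhibition above a per-plate cutoff, the plate mean of test compounds plus 3 SD, cut at about 30% in these data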;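 also: 0% = DMSO wells with GLD-1 and probe and 100% = wells lacking GLD-1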
# Target sequence (Q17339 whole entry, looked up): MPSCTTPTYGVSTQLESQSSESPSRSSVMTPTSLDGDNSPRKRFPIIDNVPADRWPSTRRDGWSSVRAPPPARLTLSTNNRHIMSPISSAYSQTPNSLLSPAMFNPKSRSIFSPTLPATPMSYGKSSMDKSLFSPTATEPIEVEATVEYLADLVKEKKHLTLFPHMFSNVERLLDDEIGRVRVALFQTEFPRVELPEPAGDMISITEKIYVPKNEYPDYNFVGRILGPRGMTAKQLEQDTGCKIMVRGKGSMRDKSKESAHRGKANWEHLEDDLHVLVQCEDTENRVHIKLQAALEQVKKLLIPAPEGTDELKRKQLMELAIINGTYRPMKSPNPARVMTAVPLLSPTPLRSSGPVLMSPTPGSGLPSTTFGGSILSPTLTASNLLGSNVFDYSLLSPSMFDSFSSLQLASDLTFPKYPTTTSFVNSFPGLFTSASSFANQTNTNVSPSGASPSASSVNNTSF
# An asterisk follows results filed as active; . = not tested or not shown. An excerpt, so the mix of outcomes need not match the whole.
# Every second line gives: Bcl-xL primary	MEX-5 binding	MCL1-BIM inh	VLA-4 inh	Fam108B counter	Efflux pump mplx	PME-1 inh	GRK2 aptamer HTS	GLD-1 RNA inh
CN(C)C(=O)c1snnc1-c1ccccc1
→ 9	-0.9	8	-26	4	-0.1	-1	0	-4
COc1ccc(-n2c(C)nc3cc(C(=O)N4CCOCC4)ccc32)cc1
→ 3	0.5	1	-1	2	0.0	4	2	7
Cc1ccc(S(=O)(=O)N(C)C)cc1NC(=S)NCc1ccco1
→ 6	0.0	3	7	-4	0.0	-5	0	-9
O=C(CSc1c[nH]c2ccccc12)N1CCCc2ccccc21
→ 0	-2.5	-5	-9	8	0.1	4	2	-1
CSc1nnc(C)c(/C=C/Nc2ccc(C)cc2)n1
→ -33	-6.9	-73	13	4	-0.1	6	1	-126
COc1cc(CC(=O)Nc2ccc(S(=O)(=O)N(C)C)cc2)cc(OC)c1OC
→ -10	.	-5	-2	-1	0.0	4	1	6
CCN(CC(=O)NC)S(=O)(=O)c1ccc(Br)cc1
→ -1	.	-4	1	-5	0.5	-2	2	-4
CS(=O)(=O)N1CCN(C(=O)c2cc3ccccc3oc2=O)CC1
→ 0	0.0	1	3	0	-0.4	-2	0	-2
COC(=O)N/N=C(C)\C=C\c1ccco1
→ 9	-1.6	3	8	-2	-0.1	1	1	8
O=c1c2ccccc2nnn1COc1cccc2ccccc12
→ 1	1.4	0	-2	-1	0.0	1	2	-3
Cc1ccc(N2C(S)=C(C#N)C(=O)NC2c2cccs2)cc1 (stereo not drawn)
→ -4	1.7	9	-4	3	-0.1	2	0	2
CCC(C(=O)Nc1cc(Cl)ccc1OC)c1ccccc1 (stereo not drawn)
→ 23	-1.5	1	2	-4	0.1	-3	2	-6
CCC/C(O)=C1\C(=O)CCCC1=NCCc1ccc(OCC)c(OCC)c1
→ 2	-0.3	-1	9	2	0.2	-4	0	2
C=CCn1c(C(CCCC)CC(O)COCCC)n[nH]c1=S (stereo not drawn)
→ 4	2.4	-2	10	-4	0.2	2	0	7
CC(=O)NCCn1c(SCc2cc(=O)n3cc(Cl)ccc3n2)nc2ccccc2c1=O
→ 7	0.2	6	0	4	0.0	1	0	6
CCCC(C)n1[nH]c(=O)c2c(C)cc(C)nc21 (stereo not drawn)
→ 12	-1.2	-1	6	0	0.0	1	2	5
CC(OC(=O)CC1Sc2ccccc2NC1=O)C(=O)NC1CCCC1 (stereo not drawn)
→ 5	0.7	1	10	2	-0.4	-4	0	-2
O=C(Cn1ncc2c(=O)oc3ccccc3c21)N1CCN(C(=O)c2ccco2)CC1
→ 8	-2.9	6	11	0	-0.1	3	1	5
CCc1ccc(-n2c(SCC(=O)NC3CCS(=O)(=O)C3)nc3ccccc3c2=O)cc1 (stereo not drawn)
→ -3	.	1	-5	.	0.1	0	0	-2
CCc1ccc(N(CC(=O)N2CCN(Cc3ccccc3)CC2)S(C)(=O)=O)cc1
→ .	2.2	.	6	.	0.0	.	2	.
Fc1ccc(-n2cc(-c3ccccc3)[n+]3c2SCC3)cc1
→ 0	0.6	-6	-4	-3	-0.1	3	4	-7
Cc1c(C(=O)NCc2ccco2)oc2ccc(S(=O)(=O)N3CCC4(CC3)OCCO4)cc12
→ 4	1.5	4	-1	4	-0.1	0	0	9
Cc1noc(C)c1C(=O)Nc1ccccc1C(=O)NCCc1ccccc1
→ 7	1.4	6	-9	1	-0.1	3	1	3
CCOC(=O)N1CCN(C(=O)Cc2cccc3ccccc23)CC1
→ -5	-2.6	1	8	-2	0.6	-3	0	-1
CSCCC(NS(=O)(=O)c1cccs1)C(=O)NCc1ccccc1 (stereo not drawn)
→ -3	-1.1	1	10	-5	0.5	2	0	-5
CCCCn1c(N)c(N(CCOC)C(=O)COC(=O)CSc2cc(C)c3ccccc3n2)c(=O)[nH]c1=O
→ 1	-0.7	-4	10	-1	0.0	3	2	3
O=C(c1ccc(N2CCN(C3CC(=O)N(Cc4cccs4)C3=O)CC2)cc1)c1cccnc1 (stereo not drawn)
→ 6	1.1	1	10	2	0.1	2	3	2
C[C@@H](C(=O)N[C@@H](Cc1ccccc1)C(=O)O)n1nnc2ccccc2c1=O
→ 0	3.4	-8	-6	-1	0.3	-1	0	9
O=C(CSc1nc2nn(-c3ccccc3)c(=O)c-2c2n1CCCCC2)Nc1ccc(OC(F)F)cc1
→ .	.	.	-2	.	0.2	.	0	4
O=C(CSC1CC(=O)N(CCc2ccccc2)C1=O)Nc1ccc(Br)cc1 (stereo not drawn)
→ 3	-3.3	2	-1	-2	-0.1	5	0	-1
O=C(NCC(c1cccs1)N1CCOCC1)c1cc([N+](=O)[O-])cc([N+](=O)[O-])c1 (stereo not drawn)
→ 3	-1.4	-2	-5	2	0.8	-2	0	2
O=C(Nc1ccccc1)c1n[nH]c(Cn2cncn2)n1
→ -5	4.9	-3	43	0	0.2	-3	2	1
O=[N+]([O-])c1ccc(CSc2nc3ccccc3[nH]2)cc1
→ -2	0.7	-3	36	7	0.4	-9	2	4
CCC(C)(C)C1CCc2[nH]nc(C(=O)O)c2C1 (stereo not drawn)
→ 3	.	-1	16	-2	0.1	1	1	2
COC(=O)c1cn(S(=O)(=O)c2ccccc2)c2ccccc12
→ 7	-0.8	6	9	0	0.0	7	0	6
Cc1cc(C)n2nc(Sc3ncccc3[N+](=O)[O-])nc2n1
→ 9	-2.3	3	20	0	-0.1	6	0	-3
O=C(CSc1nnc(COc2ccc(Cl)cc2)o1)NC1CCCCC1
→ 2	1.1	-7	-16	7	0.1	-3	0	2
COc1cccc(OC)c1C(=O)Nc1ccccc1C(=O)N1CCCC1
→ .	-0.3	.	14	.	0.1	.	1	.
Fc1ccc(CNC(=S)Nc2ccc(Cl)cc2Cl)cc1
→ 2	1.0	1	15	0	0.1	5	3	6
O=C(NCc1ccco1)c1cc(S(=O)(=O)N2CCCCC2)ccc1Cl
→ 3	.	4	16	.	0.0	7	4	6
Cn1nc(C(F)(F)F)c(-c2ccc(Br)cc2)c1NC(=O)c1cccnc1
→ 5	2.1	1	-15	-1	0.0	-9	0	-2
CC(C)CC(=O)Nc1nnc(SCC(=O)NCC2CCCO2)s1 (stereo not drawn)
→ 6	0.4	10	-10	1	0.0	1	1	2
CC1CCCCC1n1c(-c2cccnc2)n[nH]c1=S (stereo not drawn)
→ 2	1.6	-6	0	-2	0.3	-11	0	2
CCN(CC)c1nc(N(CC)CC)[nH]c(=O)n1
→ 1	-4.9	-8	2	2	0.1	-3	5	3
CCc1nnc(NC(=O)CSc2ccc(Cl)cc2)s1
→ 0	2.0	0	3	-4	0.0	-4	0	-1
COCCn1c(SCC(=O)Nc2ccccc2C(F)(F)F)nc2ccccc2c1=O
→ 0	1.8	-8	10	1	0.1	-1	0	5
COc1ccccc1CNC(=O)c1cc(-c2ccccc2C)n(CC2CC(c3cccc([N+](=O)[O-])c3)=NO2)n1 (stereo not drawn)
→ -1	.	0	27	-1	-0.1	-3	0	1
COc1cc(NS(=O)(=O)c2ccc3c(c2)oc(=O)n3C)cc(OC)c1OC
→ 2	-0.4	7	-34	2	-0.3	6	1	6
COc1ccc(NC(=O)CN(c2c(C)cccc2C)S(C)(=O)=O)cc1
→ 5	-0.8	2	15	-3	0.0	-5	0	1
CCOC(=O)C1CCCN(C(=O)Cn2cccc2C(=O)c2ccccc2)C1 (stereo not drawn)
→ 9	-0.7	8	-6	-6	0.0	6	2	1
COC(=O)c1ccc(COC(=O)c2cc3ccccc3oc2=O)cc1
→ 4	-2.7	8	7	-2	0.0	-3	1	5
Cc1oc2c(c1C(=O)NCc1ccccc1)CCCC2
→ 0	1.7	8	-11	6	-0.1	-1	0	5
CCOc1ccccc1/C=C/c1onc(C)c1S(=O)(=O)N1CCC(C(=O)NC(C)(C)C)CC1
→ -3	-1.2	-4	6	-3	0.1	-12	0	2
COc1ccc(O)c(C(=O)c2cc(C#N)c(=O)n(CC3CCCO3)c2)c1 (stereo not drawn)
→ -1	1.2	-1	3	1	0.1	1	0	6
O=C(O)c1nccnc1C(=O)N1CCN(c2ccccc2)CC1
→ 6	-0.7	10	-42	0	1.9*	-1	5	-12
O=C(CN1CCC(n2nnc3cc(F)ccc32)CC1)NCCc1nc2ccccc2[nH]1
→ 5	0.5	-4	12	-2	-0.1	1	3	5
CC(=O)Nc1cccc(-c2nc3ccc(NC(C)=O)cc3s2)c1
→ 3	-2.7	-4	7	-4	0.0	-5	2	3
Cc1ccc(OCCn2cc(/C=N/NC(=O)c3ccncc3)c3ccccc32)cc1
→ -1	0.2	0	-3	34*	0.2	69*	0	13
CCCCCCCCNc1ncnc2ccccc12
→ -3	2.5	2	-1	-7	0.0	-5	2	1
COc1ccc(C(=O)O)cc1NCc1ccc(C)s1
→ 7	1.7	7	13	-2	0.0	1	1	-3

# More results follow:
# Every second line gives: Bcl-xL primary	MEX-5 binding	MCL1-BIM inh	VLA-4 inh	Fam108B counter	Efflux pump mplx	PME-1 inh	GRK2 aptamer HTS	GLD-1 RNA inh
CCOC(=O)N1CCN(C(=O)c2ccc(Cl)nc2)CC1
→ 5	0.3	-3	-15	-2	-0.1	-4	0	-1
CC1=Nc2cc(C(=O)NCC3CCCO3)ccc2Sc2ccc(Br)cc21 (stereo not drawn)
→ 1	0.9	4	6	-2	-0.1	-1	0	6
O=C(COC(=O)c1ccc(Cl)nc1)NCCc1ccc(Cl)cc1
→ .	.	.	16	.	-0.1	.	1	1
Nc1cc(N)cc(-c2nc3ccccc3[nH]2)c1
→ 15	.	13	-3	17	-0.1	32*	0	5
CCOc1ccc(N=C2NC(=O)/C(=C/C(=O)OC)S2)cc1
→ 1	1.6	4	2	1	-0.3	-3	1	0
CCCCc1ccc(NC(=O)CSc2nnc(C)c(=O)n2N)cc1
→ -1	-3.2	4	11	0	-0.1	1	0	-1
O=C(O)c1cc2c(=O)c3ccccc3oc2nc1C(F)(F)F
→ 4	1.8	2	5	-5	-0.1	3	0	-5
COc1ccc(S(=O)(=O)N2CCOCC2)cc1NC(=O)CC1CC2CCC1C2 (stereo not drawn)
→ 2	.	0	4	.	0.2	-3	1	3
Cc1ccc(S(=O)(=O)N(C)c2cc(S(=O)(=O)Nc3ccncc3)c(C)cc2C)cc1
→ 5	0.7	10	7	1	0.0	1	0	6
COC(=O)c1ccccc1NC(=O)c1cc(OC)cc(OC)c1
→ 6	-1.5	-5	-1	3	-0.1	0	0	4
Cc1ccc(S(=O)(=O)N2CCN(C(=O)c3ccc(-n4cncn4)c([N+](=O)[O-])c3)CC2)cc1C
→ 4	-0.6	7	16	3	-0.1	-2	1	-1

# Source: PubChem
